# Screening data (PubChem BioAssay)
# IL-2 act = qHTS of IL-2 Activators. 0.065% of 360,000 active. IL-2 activation reporter assay, cell-based qHTS; stimulated with anti-CD3/CD4/CD28 beads; in transgenic mouse T cells. activation, % (series mostly up to about 46 µM); in the data active = activation above about 50%; inconclusive = mostly about 30% to 49%; note: 0% is about no effect
#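 Using fluorescent plate cytometry, EGFP and DsRed are detected in transgenic mouse T cells stimulated 18 h at 37 degrees C with antibody-coated beads after 60 min compound pretreatment.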
# WRN helicase inh = qHTS for Inhibitors of WRN Helicase. Bifunctional 3'-5' exonuclease/ATP-dependent helicase WRN (Homo sapiens), Q14191. WRN helicase unwinding, fluorescent forked duplex, kinetic. Potency, µM (top dose mostly 114 µM), for the others: at the top dose activity change, negative = inhibition, usual class: inhibitors. 0.46% of 360,000 active. AID 651768, 2012; note: potency is the fitted concentration of half-maximal effect; % is set by controls: 0 for no effect and ±100 for the full control effect; nearly all actives have a fitted effect of over 55% in size
# Target sequence (Q14191 whole entry, looked up): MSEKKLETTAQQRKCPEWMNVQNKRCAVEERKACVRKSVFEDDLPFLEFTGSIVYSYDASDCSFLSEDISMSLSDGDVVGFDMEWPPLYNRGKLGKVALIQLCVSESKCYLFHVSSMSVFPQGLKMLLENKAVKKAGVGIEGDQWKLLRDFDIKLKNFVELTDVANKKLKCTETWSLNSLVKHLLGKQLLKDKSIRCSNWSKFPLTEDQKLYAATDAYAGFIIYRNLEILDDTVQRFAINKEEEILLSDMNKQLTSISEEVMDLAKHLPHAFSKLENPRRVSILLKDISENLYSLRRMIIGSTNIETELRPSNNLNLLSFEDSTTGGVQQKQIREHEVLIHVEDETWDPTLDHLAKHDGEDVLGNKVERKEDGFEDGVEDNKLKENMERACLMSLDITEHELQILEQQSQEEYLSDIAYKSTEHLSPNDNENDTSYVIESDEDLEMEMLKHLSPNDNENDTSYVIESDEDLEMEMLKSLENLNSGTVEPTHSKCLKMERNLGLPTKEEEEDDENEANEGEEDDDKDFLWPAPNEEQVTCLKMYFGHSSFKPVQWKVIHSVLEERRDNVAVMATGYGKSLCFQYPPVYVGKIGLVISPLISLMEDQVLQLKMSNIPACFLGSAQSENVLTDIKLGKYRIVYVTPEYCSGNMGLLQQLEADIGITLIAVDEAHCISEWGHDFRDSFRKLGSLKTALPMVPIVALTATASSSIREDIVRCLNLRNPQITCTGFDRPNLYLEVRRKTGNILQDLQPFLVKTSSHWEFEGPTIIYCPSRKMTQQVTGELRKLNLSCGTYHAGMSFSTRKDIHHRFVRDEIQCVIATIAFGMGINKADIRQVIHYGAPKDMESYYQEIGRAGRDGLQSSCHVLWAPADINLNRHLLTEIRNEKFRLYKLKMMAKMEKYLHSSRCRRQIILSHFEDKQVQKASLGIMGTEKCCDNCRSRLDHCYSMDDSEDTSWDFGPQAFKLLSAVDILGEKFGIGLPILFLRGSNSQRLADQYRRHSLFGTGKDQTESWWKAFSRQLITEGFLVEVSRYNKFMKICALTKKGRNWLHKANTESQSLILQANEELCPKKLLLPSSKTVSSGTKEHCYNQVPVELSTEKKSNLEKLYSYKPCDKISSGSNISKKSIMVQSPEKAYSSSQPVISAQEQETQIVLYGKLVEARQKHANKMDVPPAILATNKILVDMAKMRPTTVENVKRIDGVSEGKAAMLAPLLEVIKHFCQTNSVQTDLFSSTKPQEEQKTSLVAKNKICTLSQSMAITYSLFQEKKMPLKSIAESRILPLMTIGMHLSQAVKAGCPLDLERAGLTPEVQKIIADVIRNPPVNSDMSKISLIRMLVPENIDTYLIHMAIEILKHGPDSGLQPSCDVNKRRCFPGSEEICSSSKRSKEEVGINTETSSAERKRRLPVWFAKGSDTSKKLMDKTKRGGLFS
#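 WRN at 20 nM final preincubated with compound 15 min at room temperature; reaction started with 100 nM fluorophore/quencher forked duplex oligonucleotide and 2 mM ATP final. Unwinding followed kinetically by red fluorescence (ex 525, em 598 nm).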
# Abeta rescue = qHTS for compounds that reverse cellular toxicity of Amyloid beta (A-beta) peptide in yeast: Primary Screen. yeast expressing A-beta42, growth rescue, OD600, 48 h; response scale: 0% DMSO, 100% iron-clioquinol control. 0.063% of 410,000 active. Potency, µM (top dose mostly 46.1 µM), for inactives: at the top dose growth rescue, hits mostly activators. AID 1347071, 2019; note: potency is the fitted concentration of half-maximal effect; nearly all actives have a fitted effect of over 55% in size
#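 Yeast A-beta toxicity model in growth medium with pinned compounds, 48 h at 30 C; growth read as absorbance at 600 nm. Normalized to FeCl3/clioquinol equimolar mix (positive) and DMSO (negative).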
# FUS yeast rescue = qHTS for Suppressors of FUS Proteinopathy: Primary screen using FUS-linked yeast assay | S. cerevisiae FUS-expressing, growth rescue, OD600, 24 h | Potency, µM (highest dose often 76.6 µM), for inactives: top-dose growth rescue (activation), actives largely listed as activators | 0.24% of 390,000 active;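 note: potency is the fitted concentration of half-maximal effect; plate controls were DMSO vehicle for no effect and reference control for full effect; nearly all actives have a fitted effect of over 55% in size; some results filed as inactive show a strong effect at the top dose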
#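 Yeast expressing FUS under galactose induction, OD 0.005 in 2% galactose medium; compounds in a dilution series, 24 h at 30C. Growth rescue by absorbance at 600 nm; CP55940 positive control, DMSO negative.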
# EPAC1 ag = qHTS for Agonist of cAMP-regulated guanine nucleotide exchange factor 3 (EPAC1): primary screen | Rap guanine nucleotide exchange factor 3 (Homo sapiens), O95398 | EPAC1 agonist qHTS, biochemical assay; response scale: 100% = response to 6.5 mM cAMP | Potency, µM (series often up to 154 µM), inactives show at the top dose activation, actives largely listed as activators | 0.073% of 360,000 active; note: potency is the fitted concentration of half-maximal effect; nearly all actives have a fitted effect of over 60% in size
#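 Nucleotide exchange by EPAC1 (100 nM) on Rap1B–BODIPY-GDP (250 nM) in the presence of 50 uM GDP is tracked fluorescently at 480/540 nm over 30 min. Signals are normalized to a 6.5 mM cAMP control.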
# EPAC1 antag = qHTS for Antagonist of cAMP-regulated guanine nucleotide exchange factor 3 (EPAC1): primary screen; Potency, µM (top dose mostly 115 µM), without a hit: at the highest dose activity change, negative = inhibition, most hits filed as inhibitors; Rap guanine nucleotide exchange factor 3 (Homo sapiens), O95398; EPAC1 GEF assay, Rap1b-BODIPY-GDP exchange fluorescence; AID 720709, 2013; 0.14% of 360,000 active;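 note: potency is the fitted concentration of half-maximal effect; plate controls were vehicle for no effect and positive control for full effect; nearly all actives have a fitted effect of over 50% in size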
# PLK1 PBD inh = qHTS for Inhibitors of PLK1-PDB (polo-like kinase 1 - polo-box domain): Primary Screen. AID 720504, 2013. Plk1 PBD binding of FITC phosphopeptide, fluorescence polarization. Serine/threonine-protein kinase PLK1 (Homo sapiens), P53350. Potency, µM, without a hit: max response, negative = inhibition, actives largely listed as inhibitors. 2.8% of 360,000 active; note: potency is the fitted concentration of half-maximal effect; series mostly up to about 57 µM; % is set by controls: 0 for no effect and ±100 for the full control effect; nearly all actives have a fitted effect of over 65% in size
# PI5P4Ka inh = qHTS for Inhibitors of phosphatidylinositol 5-phosphate 4-kinase (PI5P4K) | Phosphatidylinositol 5-phosphate 4-kinase type-2 alpha (Homo sapiens), P48426 | PI5P4Kalpha enzyme, ADP-Glo luminescence, 60 min; active compounds read low | max response, % | 1.2% of 330,000 active; active = max response of -50% or lower; inconclusive = between -30% and -50%; inactive = -30% or higher; note: value at the top dose of about 77 µM; % is set by controls: 0 for no effect and ±100 for the full control effect
#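 PI5P4Kalpha ADP-Glo assay; 5 microM ATP final; 60 min RT reaction; HEPES pH 7.4/EGTA/CHAPS, 5% DMSO; controls lacking substrate or enzyme; luminescent end-point.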
# * marks the source's active call; other numbers are inactive results; ? = inconclusive; · = no result given; & = joins results of further samples; [ ] = another dose, or the depositor's remark. Unless noted, calls come from the whole dose curve; as a rule, active = well fitted curve in the direction sought with a large enough effect; inconclusive = small, poorly fitted or top-dose-only effect, or another doubt; inactive = no such curve, though single readings can be large; an effect the other way counts as inactive or inconclusive.
SMILES,IL-2 act,WRN helicase inh,Abeta rescue,FUS yeast rescue,EPAC1 ag,EPAC1 antag,PLK1 PBD inh,PI5P4Ka inh
NC(=O)[C@@H]1CCCCNc2c(F)cc([N+](=O)[O-])cc2C(=O)N[C@@H](CCCN=C(N)N)C(=O)NCC(=O)N1,2.2,4%,-25%,13%,-11%,14%,-2%,13
Cc1cc(C)cc(C(O)c2ncc(-c3ccccc3F)[nH]2)c1 (centres undefined),-0.3,-6%,13%,14%,-2%,-19%,0%,3
CS(C)(=O)=NS(=O)(=O)c1ccc(Cl)cc1,-0.6,-9%,12%,-8%,3%,3%,-3%,1
CN(Cc1ccccc1)C(=O)CN1C(=O)c2ccccc2C1=O,1.0,-8%,4%,-1%,-7%,-9%,-2%,-7
Cc1cccc(C2=N/C(=C/c3cccs3)C(=O)O2)c1,0.8,-7%,-1%,-24%,2%,?,-5%,15
O=C(NCc1ccc2c(c1)OCO2)c1ccc(Cl)c(S(=O)(=O)N2CCOCC2)c1,-1.0,-3%,-8%,20%,1%,-6%,-5%,·
COc1ccccc1C(=O)Nc1ccc2ccccc2c1,-0.7,-6%,-19%,9%,17%,2%,-3%,11
O=C(Nc1ccccc1)O[C@@H]1C[C@H]2CCCC(=O)N3CC[C@@H](C1)[C@@H]23,0.0,3%,-8%,-13%,-20%,-1%,-4%,0
Cc1cc(CN(C)Cc2cn(C)nc2-c2ccc(Oc3ccccc3)cc2)on1,-0.8,0%,6%,-7%,1%,-25%,-7%,0
COCCn1c(SCC(=O)Nc2ccccc2OC)nc2c(oc3ccccc32)c1=O,0.6,-3%,-1%,4%,15%,-21%,-13%,0
Cc1ccc2nc(SCC(=O)NCCCN3CCCC3=O)[nH]c2c1,0.8,1%,5%,23%,-5%,-1%,-7%,-4
CC1(C)CC(=O)N(c2ccc(Cl)c(Cl)c2)C(=O)C1,-4.9,7%,-15%,-1%,-4%,-5%,4%,-1

# In another format: entries from further up.
# Values run as follows: IL-2 act	WRN helicase inh	Abeta rescue	FUS yeast rescue	EPAC1 ag	EPAC1 antag	PLK1 PBD inh	PI5P4Ka inh
- Cc1cc(C)cc(C(O)c2ncc(-c3ccccc3F)[nH]2)c1 (centres undefined)
 : -0.3	-6%	13%	14%	-2%	-19%	0%	3
- CS(C)(=O)=NS(=O)(=O)c1ccc(Cl)cc1
 : -0.6	-9%	12%	-8%	3%	3%	-3%	1
- CN(Cc1ccccc1)C(=O)CN1C(=O)c2ccccc2C1=O
 : 1.0	-8%	4%	-1%	-7%	-9%	-2%	-7

# Carrying on:
SMILES,IL-2 act,WRN helicase inh,Abeta rescue,FUS yeast rescue,EPAC1 ag,EPAC1 antag,PLK1 PBD inh,PI5P4Ka inh
O=C(NCCc1ccccc1)C1CCCN(S(=O)(=O)c2cccnc2)C1 (centres undefined),0.3,7%,-8%,10%,-1%,5%,2%,7
COCC(=O)OC/C(O)=C(\C#N)c1nc2ccccc2[nH]1,-2.5,-21%,-21%,8%,1%,0%,0%,?
COc1ccc(NC(=O)c2ccc(CNc3c(NC4CCCCC4)c(=O)c3=O)cc2)cc1OC,-2.0&2.4,-4%&-7%,-4%&0%,26%,-15%&-22%,8%&-17%,2%&-15%,-1&-3
CC(=O)c1cc(NC(=O)c2cccc(C(F)(F)F)c2)c(=O)oc1C,-0.6,-17%[57.1 µM],-14%,-7%,3%,-1%,24µM*,12
CN(CC(=O)Nc1ccccc1Cl)C(=O)COC(=O)/C=C/c1cccs1,0.5,-1%,-2%,9%,-10%,-1%,3%,1
CC(C)c1ccc(CN(C(=O)C2COc3ccccc3O2)C2CCS(=O)(=O)C2)cc1 (centres undefined),-1.3,-8%,-58%[inhibitor],?,8%,?,-6%,·
S=C1NCCOCCOCCOCCNC(=S)N2CCOCCOCCN1CCOCCOCC2,0.8,-7%,-16%,5%,-2%,4%,-5%,7
O=C(Nc1ccc2c(c1)OCCO2)C(c1ccnc2ccccc12)N1CCN(c2ccc(F)cc2)CC1 (centres undefined),-0.6,-11%,6%,?,8%,-10%,9%,8
CC1C(c2ccccc2)N(C)CCC12NC(=O)NC2=O (centres undefined),4.0,-12%,9%,19%,7%,-2%,-1%,·
Cc1cc(NC(=O)c2ccc3sc([C@@H]4O[C@H](CO)[C@H](O)[C@H](O)[C@H]4O)nc3c2)no1,0.3,16%[57.1 µM],-16%,-11%,7%,-8%,-14%,1
CC1(C)CC(NC(=O)c2ccc3c(c2)OCO3)CC(C)(C)N1,0.5,-1%,5%,-5%,-5%,-10%,-1%,3
CCc1nc2ccc(C(=O)Nc3cccc(OC)c3)cn2c1N(CC)Cc1cccc(Br)c1,-0.8,-4%,2%,?,-2%,-14%,5%,16
N#CC(c1ccc(Cl)nn1)c1c(F)cccc1Cl (centres undefined),-1.1,5%,-3%,14%,-10%,-5%,-15%,0
Cc1cccc(C(=O)OCC(=O)N2CCCC2=O)c1[N+](=O)[O-],0.2,-18%,4%,-2%,-4%,3%,-3%,-4
O=C(CSc1nnc(Cc2cccs2)n1-c1ccc(Cl)cc1)NCc1ccc2c(c1)OCO2,-1.7,0%,11%,22%,2%,3%,-2%,-9
O=C(NCCCN1CCCC1)Nc1ccc(F)cc1,0.3,4%,4%,25%,1%,5%,-7%,3
N/C(=N\OC(=O)CC1CCCCC1)c1ccc([N+](=O)[O-])cc1,-0.2,-19%,0%,·,-3%,-21%,-11%,4
Cc1nn(-c2ccc(Br)cc2)c(=O)c2ccccc12,0.5,2%[57.1 µM],-38%,1%,2%,-17%,3%,-12
Cc1nc2c(c(=O)n1CCC(C)C)c1nc3ccccc3nc1n2CC1CCCO1 (centres undefined),-0.2,-2%,-4%,18%,4%,6%,-4%,-2
Cc1ccc2nc(-c3ccco3)c(Cc3cccc(Cl)c3)n2c1,-0.9,-16%,-41%[inhibitor],0%,14%,-18%,?,-20
CN(CCCC(=O)NCc1ccc2c(c1)OCO2)S(=O)(=O)c1ccc([N+](=O)[O-])cc1,2.3,-31%,-18%,·,11%,-19%,-13%,-8
COc1ccc(NC(=O)COC(=O)CCCOc2ccc(Cl)cc2Cl)cc1,-0.1,-7%,11%,33%,4%,-8%,-2%,18
CCN(c1ccccc1)S(=O)(=O)c1ccc(Cl)c(C(=O)Nc2ccncc2)c1,-3.6,-5%,-11%,-2%,13%,-10%,-4%,-6
CC(=O)NN1C(=O)c2ccccc2NC1c1ccoc1 (centres undefined),-3.5,6%,2%,-30%,-3%,-9%,-1%,-3
CSC1=NCCN1C(=O)Cc1ccc(Cl)cc1,2.1,4%,-4%,-14%,-20%,6%,-5%,-4
CCCC(C)c1nnc(NC(=O)COc2ccc3c(c2)OCO3)s1 (centres undefined),-1.5,-20%,-1%,-3%,-6%,-9%,-4%,6
CN1CCN(CC(=O)N2c3ccccc3C(C)(c3ccccc3)CC2(C)C)CC1 (centres undefined),2.3,-20%[57.1 µM],-1%,-19%,2%,2%,-2%,6
COc1ccc(NC(=O)CN(Cc2ccccc2)S(C)(=O)=O)c(OC)c1,-0.5,-1%,6%,6%,6%,11%,5%,·
N#CCSc1nnc(Cc2ccc3c(c2)OCO3)o1,-1.6,4%,-13%,-4%,7%,10%,-24%,-2
Cc1cccc(OCC(=O)NS(=O)(=O)c2ccc(Br)cc2)c1,-1.6,2%[11.6 µM],-4%,-3%,5%,-5%,-13%,-1
COCCCNC(=S)N1CCN(C)CC1,-2.1,-14%,-2%,-13%,-10%,21%,5%,5
COc1ccc(-c2cc(C(F)(F)F)n3ncc(C(=O)NCc4ccco4)c3n2)cc1,6.5,-19%,-6%,-2%,-1%,3%,-4%,-9
COc1ccc(S(=O)(=O)N2CCOCC2)cc1NC(=O)CCNC(=O)c1ccc(Cl)cc1,-1.6,-8%,-2%,16%,2%,4%,1%,-3
COc1cc(-c2nc3c4ccccc4nc(=S)n3[nH]2)cc(OC)c1OC,-1.6,5%,7%,4%,-8%,-1%,-16%,1
Cc1ccc(N(CC(=O)O)S(=O)(=O)c2cccc3nonc23)cc1,1.7,-24%,-15%,17%,8%,12%,-14%,2
Cc1ccc(OCCOC(=O)c2c(-c3ccccc3)noc2C)cc1,-6.2,-6%,-8%,4%,-1%,3%,4%,23
CCOC(=O)C1=CCN(S(=O)(=O)c2cccc(Cl)c2)C1c1ccc(C)cc1 (centres undefined),-0.2,-14%,10%,26%,0%,-9%,-4%,12
CC(=O)Nc1ccc(S(=O)(=O)NCCC(=O)OCC(=O)NC(C)c2ccc(Cl)cc2)cc1 (centres undefined),0.9,-3%,-23%,6%,0%,12%,-17%,-9
COc1cc(C(=O)N2CCCC(c3cc(C(=O)NCc4ccccc4)no3)C2)cc(OC)c1C (centres undefined),-0.7,-2%,-7%,17%,-11%,-5%,4%,6
COc1ccccc1COC(=O)C(NC(=O)c1ccc(C)cc1)C(C)C (centres undefined),-1.3,-5%,3%,14%,7%,-2%,2%,2
COc1ccccc1Cc1c(-c2ccc(F)cc2)nc2cc(C)c(Br)c(C)n12,0.1,-5%,6%,16%,12%,4%,-12%,7
CC(=O)Oc1cccc2c1C(=O)c1c(OC(C)=O)cc(C(=O)O)cc1C2=O,-0.1,78%[activator],-7%,-4%,4%,-10%,?,-76*
CCOc1ccc(/C=N/NC(=O)c2nnn(-c3nonc3N)c2-c2ccc(OCC)cc2)cc1,-4.0,1%,-10%,0%,3%,-18%,-1%,-5
CCCc1cc(N2CCCC(C(=O)Nc3ccc(OC)cc3OC)C2)n2ncnc2n1 (centres undefined),-1.5,-5%,6%,22%,0%,-3%,-7%,·
O=C(N[C@@H](Cc1ccccc1)C(=O)O)c1cccnc1,0.2,4%,-17%,-18%,-9%,-18%,-5%,1
